# Assay outcomes from PubChem BioAssay.
# RTF Ca sens act = increases calcium sensitivity of human cardiac regulated thin filaments | IANBD-labeled TnC RTF fluorescence at EC20 calcium; 0% EC20 calcium, 100% full calcium | activation, % at 7.2 µM | 0.24% of 340,000 active;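 active means activation above the mean over all tested compounds plus 3 SD, cut at about 30% in these data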;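 further: rise in fluorescence read as greater calcium sensitivity of cardiac thin filaments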
# CAL PDZ FP = blocks peptide binding to the human CAL PDZ domain; Q9HD26; purified CAL PDZ, TMR-peptide fluorescence polarization, 1 h; inhibition, % at 24.9 µM; 0.92% of 300,000 active; AID 602252;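 active means mean inhibition of at least 30% with at least half of replicates also reaching 30%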;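 further: 0% = DMSO neutral control and 100% = excess unlabeled competitor peptide PRC23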
# HTR5A inv ctr = HTR5A inverse agonism, opioid heterodimer counter-screen. P47898. HTR5A cell line, luminescence. inhibition, % at 9.3 µM. 0.083% of 340,000 active; in the data active means inhibition mostly above about 23%, no sharp cut-off; inactive means mostly below about 18%;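 further: 0% = cells with DMSO and 100% = no-cell wells with DMSO; some compounds called inactive have numbers as strong as hits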
# Target sequence (P47898 whole entry, looked up): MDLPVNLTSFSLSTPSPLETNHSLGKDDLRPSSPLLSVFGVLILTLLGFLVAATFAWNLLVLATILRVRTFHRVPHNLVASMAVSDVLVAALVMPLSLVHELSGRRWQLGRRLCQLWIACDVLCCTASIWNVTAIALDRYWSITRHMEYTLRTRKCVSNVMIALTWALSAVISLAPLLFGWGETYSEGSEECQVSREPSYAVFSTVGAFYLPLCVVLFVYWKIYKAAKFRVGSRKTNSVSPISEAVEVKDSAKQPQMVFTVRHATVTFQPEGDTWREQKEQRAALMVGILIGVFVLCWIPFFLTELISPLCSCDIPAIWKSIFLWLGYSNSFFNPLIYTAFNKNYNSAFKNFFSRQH
# HTR5A ag = activates human HTR5A in OPRM1-OPRD1 agonist counter-screen | HTR5A agonist assay, luminescence, cell-based | 0.61% of 340,000 active | P47898 | activation, % at 9.3 µM; in the data active means activation mostly above about 9.5%, no sharp cut-off; inactive means mostly below about 7.6%;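 further: 0% = cells with vehicle only and 100% = reference agonist; strong numbers were not always called active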
# Keap1 Nrf2 FP = disrupts human Keap1 binding to Nrf2 peptide; Q14145; Keap1 Kelch-Nrf2 peptide fluorescence polarization, 1536-well; inhibition, % at 9.4 µM; 0.15% of 340,000 active; in the data active means inhibition above about 12%;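 further: human Keap1 Kelch domain with fluorescein labeled Nrf2 9mer peptide probe; 0% = neutral control wells and 100% = peptide positive control; higher means more block of Keap1 binding to Nrf2 peptide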
# Target sequence (Q14145 whole entry, looked up, the tested form may be a part): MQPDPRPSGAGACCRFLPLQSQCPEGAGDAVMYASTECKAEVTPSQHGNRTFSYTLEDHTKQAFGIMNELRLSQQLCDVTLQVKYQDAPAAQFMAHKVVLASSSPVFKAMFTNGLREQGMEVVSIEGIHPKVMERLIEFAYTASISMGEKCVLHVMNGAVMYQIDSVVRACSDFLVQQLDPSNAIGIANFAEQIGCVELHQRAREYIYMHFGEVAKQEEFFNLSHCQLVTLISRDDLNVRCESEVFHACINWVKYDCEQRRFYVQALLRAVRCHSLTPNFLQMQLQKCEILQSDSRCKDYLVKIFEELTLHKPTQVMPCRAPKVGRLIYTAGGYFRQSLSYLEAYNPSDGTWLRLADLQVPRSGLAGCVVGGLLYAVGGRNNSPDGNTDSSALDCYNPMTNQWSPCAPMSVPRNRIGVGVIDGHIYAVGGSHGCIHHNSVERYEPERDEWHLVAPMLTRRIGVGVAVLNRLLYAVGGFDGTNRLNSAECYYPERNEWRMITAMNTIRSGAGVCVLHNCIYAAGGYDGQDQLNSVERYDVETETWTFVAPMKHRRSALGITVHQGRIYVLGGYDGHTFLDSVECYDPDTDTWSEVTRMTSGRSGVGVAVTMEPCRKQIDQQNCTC
# V-ATPase pH = yeast V-ATPase proton transport regulation by pHLuorin; S. cerevisiae, pHLuorin cytosolic pH fluorescence; response, % at 10 µM; 0.37% of 350,000 active; AID 504577; in the data active means response mostly above about 7.3%, no sharp cut-off; inactive means mostly below about 5.4%; further: actives read high; inactives centre near 0; some compounds called inactive have numbers as strong as hits; reference of the scale not given here
# MOR-DOR inv ag = inverse agonist of human OPRM1-OPRD1 heterodimerization; 0.21% of 340,000 active; cell-based MOR-DOR heterodimer luminescence, inverse agonism; inhibition, % at 9.3 µM; P35372+P41143; in the data active means inhibition above about 22%, passing the limit was not always enough;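 further: 0% = cells with DMSO and 100% = wells without cells with DMSO; values of inactives mirror those of a sister screen read the other way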
# C-LANA FP = inhibitors of KSHV LANA C-terminal domain DNA binding. 0.078% of 340,000 active. AID 504423. MBP-C-LANA/FAM-LBS DNA binding, fluorescence polarization. inhibition, % at 9 µM;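 active means highest replicate inhibition at or above 60% at 9 µM, even if other replicates fall short; inactive means all replicates below 60% inhibition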;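 further: 0% = neutral control wells and 100% = 4 µM acridine orange control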
# RTF Ca sens inh = cardiac RTF calcium desensitization. P19429+P45379. 0.12% of 340,000 active. inhibition, % at 7.15 µM. IANBD-labeled cardiac RTF, Ca2+ fluorescence. AID 493244;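 active means inhibition above the mean inhibition of all tested compounds plus 3 SD, cut at about 17% in these data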;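 further: assay run at fixed EC70 calcium of 1.6 mM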
# OPRM1-OPRD1 ag = OPRM1-OPRD1 heterodimerization agonism; P35372+P41143; activation, % at 9.3 µM; 0.3% of 340,000 active; cells, luminescence; in the data active means activation above about 18%;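 further: 0% = vehicle-treated cells and 100% = reference agonist; values of inactives mirror those of a sister screen read the other way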
# The depositor's hits bear a star; · = no result given. Random draw from the library. About 2.8% of those tested had a hit in this group.
SMILES,RTF Ca sens act,CAL PDZ FP,HTR5A inv ctr,HTR5A ag,Keap1 Nrf2 FP,V-ATPase pH,MOR-DOR inv ag,C-LANA FP,RTF Ca sens inh,OPRM1-OPRD1 ag
Cc1ccc(-c2nn3c(C)nnc3c3ccccc23)cc1S(=O)(=O)NCCO,2,0,12,-4,-5,0,1,-0.2,-11,-0.2
N#CCSc1nnc(COc2cccc3ccccc23)n1-c1ccccc1,-1,-2,15,5,6,-2,1,0.8,-10,-0.1
Cc1ccc(-n2nc(C)c3c(C)c(CCC(=O)NC(C)c4ccccc4)c(C)nc32)cc1 (configuration not stated),-3,-3,4,-1,-2,-1,11,0.7,-2,-2.1
CCCNC(=O)c1ccc(COc2cccc3ccccc23)o1,-2,-3,-12,3,-4,-1,0,5.2,0,-0.1
CN1CCN(c2ncc3c(n2)CC(c2ccccc2F)CC3=O)CC1 (configuration not stated),4,·,-3,-3,-3,6,17,12,1,-3.3
CCCN(CCC)S(=O)(=O)c1ccc(C(=O)Nc2nnc(COC)o2)cc1,-4,-5,11,1,-1,-3,23,1.0,0,-4.6
N#CC1=C(N)C(C#N)(C#N)C(c2cccnc2)C2CC(c3ccccc3)CC=C12 (configuration not stated),3,-3,15,-7,0,2,32,11,-21,-6.5
O=S1OC(c2ccccc2)c2cc(Cl)ccc21 (configuration not stated),4,6,12,0,-17,2,7,0.6,-8,-1.3
COC(=O)C1=C(C)N(CC2CC2)C(=NCc2cc(OC)c(OC)c(OC)c2)N[C@H]1c1ccccc1,12,0,2,1,-2,-5,2,2.0,-13,-0.4
COCCN1Cc2cccc(C(=O)N3CCN(c4cc(C)ccc4C)CC3)c2C1=O,5,2,-15,-4,0,0,0,-2.4,-5,0.0
C=CCNc1nc(Cl)ncc1F,-1,-3,2,-2,0,4,5,-2.1,-6,-0.9
COc1ccc(N2CCN(S(=O)(=O)c3ccc(Cl)s3)CC2)cc1,2,5,-6,-3,1,0,-10,0.4,-7,2.0
COC(=O)CNC(=O)CN1C(=O)N(c2ccc(Cl)cc2)C(N(O)C(=O)Nc2ccc(Cl)cc2)C1(C)C (configuration not stated),3,-8,-29,-2,4,-5,8,-0.6,-3,-1.9
COc1ccc(C(=O)O)cc1S(=O)(=O)Nc1cccc(C(F)(F)F)c1,1,1,-37,-2,-1,4,12,-0.8,-5,-2.1
CSc1cccc(NC(=S)N(CCCN2CCCC(C)C2)Cc2cccs2)c1 (configuration not stated),-2,-5,12,-5,-1,-1,-2,1.2,-3,0.5

# 6 successive records already listed, for reference:
SMILES,RTF Ca sens act,CAL PDZ FP,HTR5A inv ctr,HTR5A ag,Keap1 Nrf2 FP,V-ATPase pH,MOR-DOR inv ag,C-LANA FP,RTF Ca sens inh,OPRM1-OPRD1 ag
N#CCSc1nnc(COc2cccc3ccccc23)n1-c1ccccc1,-1,-2,15,5,6,-2,1,0.8,-10,-0.1
Cc1ccc(-n2nc(C)c3c(C)c(CCC(=O)NC(C)c4ccccc4)c(C)nc32)cc1 (configuration not stated),-3,-3,4,-1,-2,-1,11,0.7,-2,-2.1
CCCNC(=O)c1ccc(COc2cccc3ccccc23)o1,-2,-3,-12,3,-4,-1,0,5.2,0,-0.1
CN1CCN(c2ncc3c(n2)CC(c2ccccc2F)CC3=O)CC1 (configuration not stated),4,·,-3,-3,-3,6,17,12,1,-3.3
CCCN(CCC)S(=O)(=O)c1ccc(C(=O)Nc2nnc(COC)o2)cc1,-4,-5,11,1,-1,-3,23,1.0,0,-4.6
N#CC1=C(N)C(C#N)(C#N)C(c2cccnc2)C2CC(c3ccccc3)CC=C12 (configuration not stated),3,-3,15,-7,0,2,32,11,-21,-6.5

# The main list resumes; the two compounds before the break are reprinted first.
SMILES,RTF Ca sens act,CAL PDZ FP,HTR5A inv ctr,HTR5A ag,Keap1 Nrf2 FP,V-ATPase pH,MOR-DOR inv ag,C-LANA FP,RTF Ca sens inh,OPRM1-OPRD1 ag
COc1ccc(C(=O)O)cc1S(=O)(=O)Nc1cccc(C(F)(F)F)c1,1,1,-37,-2,-1,4,12,-0.8,-5,-2.1
CSc1cccc(NC(=S)N(CCCN2CCCC(C)C2)Cc2cccs2)c1 (configuration not stated),-2,-5,12,-5,-1,-1,-2,1.2,-3,0.5
COc1cccc(C(=O)N/N=C(/c2ccccc2)c2ccccn2)c1,3,-5,-5,-8,-3,-3,14,-0.5,-13,-2.3
O=C(Nc1ccccn1)Nc1cccs1,1,-3,12,-5,2,3,15,-2.2,-4,-2.6
O=C(C1CCN(C2CC(=O)N(c3ccc(Cl)cc3)C2=O)CC1)N1CCOCC1 (configuration not stated),0,26,-5,0,-4,·,-12,0.5,0,2.6
COc1ccc(CCN(C)C(=O)c2cccc(S(=O)(=O)N3CCN(c4ccc(F)cc4)CC3)c2)cc1OC,0,-4,-20,7,-6,4,2,1.3,-7,-0.5
Cn1nnnc1SCC(=O)NCc1cc([N+](=O)[O-])ccc1O,-2,1,11,1,0,1,14,0.6,2,-3.0
COc1ccc(-c2oc3ccccc3c2C#CC(C)(C)O)cc1,-2,-3,-13,4,-2,6,0,1.1,6,0.0
Cc1ccc(N2CC(C(=O)Nc3cc(C(F)(F)F)ccc3N3CCCC3)CC2=O)cc1 (configuration not stated),-14,-2,-2,1,-1,3,4,0.5,-22,-0.5
CCN(CC)S(=O)(=O)c1ccc(NC(=O)c2ccc(NS(C)(=O)=O)cc2)cc1,-1,-2,-2,5,-5,11,11,-0.5,-5,-2.0
C[C@@H]1CN([C@H](C)CO)C(=O)c2cc(NS(=O)(=O)c3cn(C)cn3)ccc2O[C@H]1CN(C)C(=O)Nc1ccccc1,11,-2,-9,2,1,3,11,0.9,-8,-1.9
COc1ccc(N(CC(=O)NC2CC3CCC2C3)S(=O)(=O)c2ccccc2)cc1OC (configuration not stated),1,·,-13,5,1,-7,-24,0.3,-9,3.2
Cc1cccc(N=C2NC(=O)/C(=C/c3cccs3)S2)c1,0,·,-7,3,-1,-2,-18,2.3,-19,3.4
O=C(N/N=C/c1ccc(Sc2nc3ccccc3[nH]2)o1)c1ccncc1,5,-3,-4,-1,-7,3,2,0.3,8,-0.3
Cn1c2c(c(=O)c3ccccc31)CCCC2,-1,1,-1,0,2,5,7,-0.2,3,-1.4
CCN(CC)c1ccc(NC(=S)NC(=O)c2cccs2)cc1,-5,·,21,4,3,-1,11,-3.1,-8,-2.2
C=CCc1c(C)[nH]c(=S)c(C#N)c1C,1,-3,1,7,-3,7,13,-1.1,-13,-2.8
CC(C)(C)c1cc(C(=O)NCC(=O)OCC(=O)c2cccc([N+](=O)[O-])c2)cc(C(C)(C)C)c1,-3,-1,11,-3,-1,4,46*,0.6,-13,-8.8
COc1ccc2cc3cc(C(=O)N4CCCCC4C)oc3nc2c1 (configuration not stated),-9,-3,-11,3,2,-5,5,-0.7,5,-0.9
COc1cc(NC(=O)COC(=O)c2cnccn2)c(C)cc1[N+](=O)[O-],4,-1,7,1,-2,7,8,0.0,-9,-1.6
COc1ccccc1/C=C/c1ccc2cccc(O)c2n1,4,-2,10,-3,1,-1,-15,-1.0,5,3.0
COC(=O)c1cccc(N(CC(=O)NC2CCCC2)C(=O)CNC(=O)c2cccs2)c1,5,-9,-1,-5,-2,-2,16,1.8,-17,-2.5
O=C(CNS(=O)(=O)c1ccc2c(c1)OCCCO2)N1CCN(Cc2ccccc2)CC1,-1,9,-18,6,2,-1,2,0.3,-6,-0.6
COC(=O)c1cnc(SCc2ccc(C)cc2)n1C,3,6,5,-2,1,3,5,-1.5,-4,-0.9
Brc1ccc(C2NCCS2)cc1 (configuration not stated),6,1,-12,-2,-5,-1,3,0.5,-10,-0.5
COCCn1c(SCC(=O)Nc2nnc(C)s2)nnc1-c1c[nH]c2ccccc12,-2,4,-5,5,0,-4,11,-0.3,4,-2.0
CC(=O)n1nc2nc(C)cc(C)c2c1N,3,-7,21,-2,-2,4,0,1.4,-8,-0.1
O=C(C1CCC(=O)N(C2CC2)C1)N1CCC(Oc2ccccc2F)CC1 (configuration not stated),10,-18,-4,3,1,3,15,-2.1,-4,-2.8
O=c1[nH]c(C2CCN(S(=O)(=O)c3ccccc3)CC2)nc2c1nnn2Cc1cccc(Cl)c1,-3,·,-8,3,-1,0,0,-1.4,-4,0.0
COC(=O)c1sccc1NC(=O)c1cccc(F)c1,-2,0,-4,-5,-3,-3,-27,0.3,2,5.2
C[n+]1ccccc1/C=C/c1cc(Br)ccc1O,13,1,-3,1,-3,2,5,0.6,-8,-0.9
O=C1C=CN2CCCCC2CC1 (configuration not stated),8,0,-13,3,1,0,5,4.0,-14,-1.0
CC(C)C[C@@H](C)C(=O)N(Cc1ccccc1)c1ccccc1,0,-1,9,4,-3,-4,-25,0.6,-18,4.6
COc1ccc(CC(=O)Nc2nc(C)cs2)cc1OC,7,·,-5,1,-1,5,6,1.1,0,-1.1
O=C1c2cccnc2C(=O)N1Cc1ccccc1,-2,·,-20,8,-2,-4,3,0.9,-8,-0.6
O=C(CSc1nnc(Cn2nnc3ccccc32)o1)Nc1cccc(Cl)c1,-6,3,-24,2,-1,-2,7,1.1,-6,-1.1
N#Cc1ccccc1S(=O)(=O)N1CCN(C(=O)Cc2n[nH]c(=O)c3ccccc23)CC1,2,1,-6,2,-4,-1,8,-0.9,-2,-1.7
CC(=O)Nc1ccc(NC(=O)C(C)OC(=O)/C=C/c2cn(-c3ccccc3)nc2-c2cccnc2)cc1 (configuration not stated),-5,-3,-8,-1,-3,-1,11,0.8,10,-2.2
CC1(c2cc([N+](=O)[O-])cc([N+](=O)[O-])c2)CC(C)(C)N(C(=O)c2ccccc2)c2ccccc21 (configuration not stated),-1,22,8,-3,3,6,-36,-0.3,-2,6.0
COc1ccc(-c2[nH]c(-c3ccc(F)cc3)nc2SCC(=O)NC2CCCC2)cc1,4,·,-11,4,1,1,-9,-1.4,-1,1.5
COc1ccc(CNC(=O)CCc2nc(-c3ccccc3F)no2)c(OC)c1,-8,-1,-3,-3,1,0,15,-1.0,2,-3.2
CC(=O)Nc1ccc(NC(=O)C(C)OC(=O)c2oc3ccccc3c2C)cc1 (configuration not stated),-13,-6,26,0,0,4,4,-0.2,-4,-0.8
CCc1noc(C)c1C(=O)Nc1nc(-c2ccc(F)cc2)c(C)s1,-6,-2,5,-1,0,-1,-21,14,2,4.0
CCOC(=O)c1cn(C2CC2)c2c(F)c(F)c(F)cc2c1=O,5,·,-4,0,-1,-1,3,1.0,-4,-0.6
CCCn1c(CN2CCN(C(C)=O)CC2)nc2cc(S(=O)(=O)N(C)C)ccc21,-2,5,14,-5,-2,-2,-4,0.1,9,0.5
